Source: PubChem (several laboratories)
MC4R antagonist: antagonists of human melanocortin 4 receptor (MC4R); inhibition, % at 6.5 µM; MC4R-expressing cells, MTII-stimulated cAMP, LANCE TR-FRET; P32245; 360,000 compounds, 0.48% hits;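 active = inhibition above its plate's cutoff, the mean of tested wells on that plate plus 3 SD, cut at about 29% in these data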;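 note: 0% = Melanotan II alone and 100% = Melanotan II plus saturating MCL0020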
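system = U2OS cells with stable human MC4R expression | also added = Melanotan II challenge after compound preincubation | dosing = one concentration, 6.5 µM nominal | incubation = compound 30 min, challenge 1 h, detection 1 h | measured by = TR-FRET with Eu-cAMP and labeled anti-cAMP, 671 nm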
MC4R ag barr: human MC4R agonism via beta-arrestin. P32245. U2OS MC4R beta-arrestin complementation, luminescence; percent of melanotan II response, DMSO zero. activation, % at 8.9 µM. 360,000 compounds, 0.98% hits. AID 540308;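 active = activation above a per-plate cutoff, the mean activation of sample wells on that plate plus 3 SD, cut at about 8% in these data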
ABHD5-PLIN5 inh: inhibitors of human ABHD5-perilipin-5 interaction | Q00G26+Q8WTS1 | Split G. princeps luciferase complementation, luminescence, 4 h | inhibition, % at 4 µM | 360,000 compounds, 0.78% hits;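 active = inhibition above the mean inhibition across every tested compound plus 3 SD, cut at about 22% in these data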;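 note: 0% = DMSO only wells and the 100% control is not disclosed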
Cardio protect: protects H9c2 cardiomyocytes from peroxide injury | H2O2 injury protection, ATPLite, 2 h | protection from H2O2 cell death, % at 20 µM | 360,000 compounds, 0.63% hits | AID 588492;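 active = compounds giving at least 50% protection of heart cells from peroxide-induced death in the single-dose screen, raw or plate-pattern-corrected value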;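 note: 0% = DMSO wells with peroxide and 100% = DMSO wells without peroxide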
N-glyco inh: N-linked glycosylation inhibition; D54 ERlucT glycosylation luciferase reporter, 24 h; percent of 100 nM tunicamycin response; reporter increase, % at 12.5 µM; 360,000 compounds, 0.23% hits;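 active = mean luciferase reporter signal, scaled so untreated is 0 and the glycosylation-blocking control 100, at or above a set limit in every replicate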;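 note: luciferase carries N-glycosylation sites so blocking glycosylation raises the light; 0% = median of neutral control wells and 100% = median of 100 nM tunicamycin wells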
HTR2A ag: agonists of mouse serotonin 5-HT2A receptor (HTR2A). 360,000 compounds, 0.66% hits. CHO-K1 mHTR2A beta-arrestin complementation, luminescence; percent of 30 µM serotonin response. activation, % at 7.6 µM. AID 624169. P35363;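 active = activation above a run cutoff, the mean activation of all tested compounds plus 3 SD, cut at about 14% in these data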;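 note: 0% = plate median of compound wells and 100% = 30 µM serotonin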
Exocytosis inh: blocks lytic granule exocytosis. TALL-104 LAMP-1 surface exposure, flow cytometry; cells stimulated with thapsigargin and PMA. 360,000 compounds, 0.66% hits. inhibition, % at 10 µM;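 active = inhibition above about 55%, limit read from the data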
aDG glyco up: alpha-DG glycosylation activation; AID 624168; 360,000 compounds, 0.22% hits; activation, % at 10 µM; Pro5-aDG cells, alpha-DG glycosylation AlphaScreen (IIH6); 0% Pro5, 100% B10-LARGE cell signal;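 active = activation of at least 8% versus controls, or a plate z-score of at least 8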;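 note: Pro5 are CHO cells carrying HIG-tagged alpha-DG that lacks glycosylation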
iPSC survival up: increases survival of single human iPS cells | hiPSC single-cell survival, ATPlite luminescence; 100% = ROCK inhibitor wells, 0% = DMSO | survival enhancement, % at 20 µM | 360,000 compounds, 0.044% hits | AID 602274; in the data active = survival enhancement above about 18%;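 note: cells exposed to compounds for 16 hours before the ATP read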
ABCB6 inh 2: human ABCB6 transporter inhibition | fluorescence ratio to DMSO, % at 10 µM | 360,000 compounds, 0.19% hits | AID 602162 | K562-ABCB6 porphyrin accumulation, flow cytometry, 1 h; active compounds read low | Q9NP58;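 active = fluorescence ratio to DMSO below 75%, the collection mean minus 3 SD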;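 note: signal is porphyrin accumulated inside mitochondria; 100% equals median channel fluorescence of DMSO control wells; lower ratio means ABCB6 inhibition with less porphyrin fluorescence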
Target sequence (Q9NP58 whole entry, looked up): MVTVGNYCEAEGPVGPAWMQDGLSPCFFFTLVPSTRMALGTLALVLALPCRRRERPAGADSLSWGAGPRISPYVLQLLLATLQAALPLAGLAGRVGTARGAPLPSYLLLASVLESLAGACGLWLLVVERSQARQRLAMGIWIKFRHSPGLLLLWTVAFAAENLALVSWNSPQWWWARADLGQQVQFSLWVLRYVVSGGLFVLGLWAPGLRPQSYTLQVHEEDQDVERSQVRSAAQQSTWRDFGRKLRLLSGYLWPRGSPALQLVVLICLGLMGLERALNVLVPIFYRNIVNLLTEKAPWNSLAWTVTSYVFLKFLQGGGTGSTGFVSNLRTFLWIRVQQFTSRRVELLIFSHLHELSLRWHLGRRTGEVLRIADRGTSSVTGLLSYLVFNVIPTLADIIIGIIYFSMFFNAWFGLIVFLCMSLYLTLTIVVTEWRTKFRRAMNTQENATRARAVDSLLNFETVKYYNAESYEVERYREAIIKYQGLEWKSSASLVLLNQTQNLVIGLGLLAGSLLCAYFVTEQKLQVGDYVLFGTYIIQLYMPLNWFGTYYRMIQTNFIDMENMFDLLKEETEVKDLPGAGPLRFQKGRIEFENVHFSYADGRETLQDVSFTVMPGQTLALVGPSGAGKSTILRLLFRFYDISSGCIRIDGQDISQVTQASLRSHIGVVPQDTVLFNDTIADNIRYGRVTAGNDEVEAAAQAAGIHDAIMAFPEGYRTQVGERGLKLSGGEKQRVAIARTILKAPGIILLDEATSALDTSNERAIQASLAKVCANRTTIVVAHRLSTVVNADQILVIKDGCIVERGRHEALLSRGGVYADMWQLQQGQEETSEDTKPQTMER
An asterisk follows results filed as active.

SMILES	MC4R antagonist	MC4R ag barr	ABHD5-PLIN5 inh	Cardio protect	N-glyco inh	HTR2A ag	Exocytosis inh	aDG glyco up	iPSC survival up	ABCB6 inh 2
COc1ccc(S(=O)(=O)NCC2CCCN(C(=O)c3cccnc3)C2)cc1 (stereo unspecified)	4	-0.7	-4	0	1	-4	6	-0.4	1.9	99
COc1ccc(-c2cnn(C3CCS(=O)(=O)C3)c2N)cc1 (stereo unspecified)	4	-3.1	2	0	-1	2	-1	0.0	3.7	111
COc1ccc(CNC(=O)CCS(=O)(=O)c2ccc3c(c2)CC(C)N3C(=O)C2CC2)cc1 (stereo unspecified)	-12	-0.8	0	-2	13	5	-8	0.2	-0.2	94
CC1CCC2(CC1)NC(=O)N(CC(=O)N1CCN(c3ccccc3)CC1)C2=O (stereo unspecified)	-6	-2.1	3	1	-1	-1	-2	0.0	-0.3	92
CC(C)C(=O)NCCc1nc2ccccc2n1C	9	0.3	4	0	-1	-2	-2	0.1	1.3	90
Cc1cccc(N(CC(=O)NCc2ccc3c(c2)OCO3)C(=O)CCC(=O)Nc2ccccn2)c1	10	-0.2	1	9	0	0	-3	0.5	1.9	96
O=C(COC(=O)c1ccccc1)NC(=O)NC1CCCC1	-1	-0.4	-2	-6	1	5	-5	0.0	0.7	103
O=C(CSc1nnc(-c2ccco2)n1CC1CCCO1)N1CCCCC1 (stereo unspecified)	9	1.1	-3	6	0	4	-1	-0.1	6.3	97
[O-]/[N+](=C\c1ccncc1)c1ccccc1	-6	-1.8	-12	-4	0	5	-2	-0.2	-2.1	94
Cc1cccc(S(=O)(=O)Nc2ccc(-c3nc4ccc(C)cc4s3)cc2)c1	0	16*	1	-14	-7	-2	75*	0.1	-1.2	92
COc1ccc(NC(=O)C2(C)Cc3c(-c4cccc(NC(C)=O)c4)ccnc3O2)cn1 (stereo unspecified)	-8	-0.1	4	29	25	2	4	-0.2	2.6	109
OCC1CCCN(c2ncnc3scc(-c4ccccc4)c23)C1 (stereo unspecified)	3	-0.7	-5	0	-7	-1	2	-0.4	-0.3	97
COc1ccc(S(=O)(=O)N2CCOCC2)cc1C(=O)NCc1c(C)nn(Cc2ccccc2)c1C	20	-0.8	1	2	8	-3	-8	0.0	0.4	99
Nc1cc2nn(-c3ccccc3)nc2cc1Cl	3	-2.5	-4	-23	-4	-1	3	-0.1	-0.8	117
COc1ccccc1OCCCC(=O)Nc1ccc([N+](=O)[O-])cc1Br	-2	-2.6	6	-3	1	-1	-2	0.2	-0.8	97
COc1cccc(N2CCN(C(=O)NC3CCCCC3)CC2)c1	4	-1.7	4	11	2	6	2	-0.3	-0.3	97
CCOC(=O)c1ccc(NC(=O)CNC(=O)C23CC4CC(CC(C4)C2)C3)cc1	0	7.3	2	-2	2	1	2	0.1	5.3	93
CC(C)(C)c1ccc(OCCC(=O)NCCc2ccc(S(N)(=O)=O)cc2)cc1	-1	0.0	-4	-2	1	9	-11	-0.5	-0.5	99
CN1CCN(c2nnc(-c3ccccc3)c(-c3ccccc3)n2)CC1	4	-2.4	-7	-4	-1	-1	0	0.1	0.2	99
COc1ccc(S(=O)(=O)N2CCC(C(=O)Nc3ccc(OC)c(OC)c3)CC2)cc1C	-3	-1.9	-2	15	2	0	6	0.4	0.1	103
O=C1Cn2c(nc3ccccc32)N1c1ccccc1F	0	-2.2	1	1	3	1	-2	-0.4	0.2	95
CCOC(=O)COc1c(OC)cc(Cl)cc1C1Nc2ccccc2C(=O)N1c1ccc(F)cc1 (stereo unspecified)	1	-1.7	6	-3	-2	-1	-3	0.1	2.1	94
Cc1cc(OC(C)C(=O)NCCCn2ccnc2)c2c(C)cc(=O)oc2c1 (stereo unspecified)	4	-1.0	8	8	3	-4	4	0.2	1.0	101
COc1cc(NC(=O)c2cc(S(=O)(=O)N3CCCCC3)ccc2N2CCOCC2)cc(OC)c1OC	0	0.3	-1	-5	3	3	1	0.7	2.6	97
Cc1cccc(NC(=O)CN(C)C(=O)Cc2ccc(-c3ccccc3)cc2)c1C	5	2.9	6	-2	-1	-1	3	-0.1	-0.7	96
CCn1cc(-c2cc(C(F)(F)F)n3nc(C(=O)O)cc3n2)c(C)n1	2	-0.7	1	10	2	0	-2	0.1	-3.0	100
O=C(CSc1nc2[nH]ncc2c(=O)[nH]1)Nc1ccccc1C(F)(F)F	3	-1.0	0	5	2	8	0	-0.2	-0.4	98
CN(CC(=O)NC1CCN(Cc2ccccc2)CC1)S(=O)(=O)c1ccc(Br)s1	-1	0.5	-1	-2	0	-11	23	0.1	-0.3	99
CCN(CC)CCCSc1nc2ccccc2s1	6	-2.2	-2	2	0	-6	-1	0.4	-1.2	99
C/C=C(\C)C(=O)NCCN1C2=NC[C@H](C(C)C)N2C[C@@H]1Cc1ccc(OC)cc1	7	0.8	3	3	1	1	0	0.0	0.8	97
O=C(c1ccco1)N1CCN(C(=S)Nc2cccc([N+](=O)[O-])c2)CC1	20	1.5	-11	-6	2	0	0	1.7	0.2	95
O=Cc1ccc(OCc2nnc(-c3ccccc3Br)o2)cc1	8	-1.7	-4	-2	0	6	-8	-0.2	1.3	92
Cc1ccc(CS(=O)(=O)CCC(=O)NCCN2CCCC2)cc1	-8	0.1	3	-2	1	0	-1	-0.1	0.1	94
COCCNC(=S)N1CCN(C(=O)C(=O)Nc2ccc(C(=O)OC)cc2)CC1	5	-0.2	-1	-2	1	0	-13	0.2	-3.4	96
CCOc1ccc(NC(=O)C(C)Sc2nnc(C)n2C)cc1 (stereo unspecified)	0	0.9	-2	-3	2	-2	6	0.1	1.7	104
Cc1ccc(-c2cc3nc(C)cc(NCc4ccco4)n3n2)cc1	-4	0.1	17	-15	-8	3	3	0.2	-2.8	102
COc1cc(/C=N/NC(=O)c2ccccn2)ccc1OC(=O)c1ccc(Br)cc1	-1	1.9	-13	7	3	-3	-8	-0.1	0.3	98
O=C1CCN(S(=O)(=O)c2ccccc2)N1	8	-1.4	1	-16	1	4	6	0.0	1.3	85
Cc1c(N=N/C(C(=O)Nc2ccccc2)=C(/O)c2ccccc2)c(=O)n(-c2ccccc2)n1C	13	-0.6	1	5	-3	2	1	-0.8	-2.4	109
Cc1nn(C)c(C)c1/C=C(\C#N)S(=O)(=O)c1ccc(F)cc1	5	-1.1	7	7	0	-3	-1	0.2	1.2	98
CC(/C=C1\SC(=O)N(CC(=O)Nc2ccc(O)cc2)C1=O)=C\c1ccccc1	-3	2.3	4	0	1	-5	-3	-0.3	0.4	99
Cc1ccccc1NC(=S)N(Cc1ccco1)C(C)c1cccs1 (stereo unspecified)	4	-1.8	-2	-8	0	-6	-1	0.1	0.9	96
Cc1cc(C)c[n+](CC(=O)c2ccccc2)c1	3	-0.6	0	8	2	0	-3	0.0	1.1	99
O=c1cc(NCCCO)c2ccccc2o1	8	-1.7	6	5	1	4	1	-0.3	0.1	98
N#CC1=C(N)Oc2cc(N)ccc2C1c1ccccc1F (stereo unspecified)	-2	-0.8	4	5	11	6	-27	0.0	-0.4	130
Cc1c(NC(=S)N/N=C\c2ccccc2O)c(=O)n(-c2ccccc2)n1C	-5	-3.6	1	44	-4	6	-1	0.0	-0.1	98
Cc1nc(NNC(=O)c2ccc([N+](=O)[O-])cc2)cc(-c2ccccc2)n1	3	-6.1	-4	6	0	-3	0	0.0	4.5	98
Cc1onc(-c2ccccc2)c1C(=O)OCC(=O)NC(=O)c1ccccc1	7	-2.0	-11	10	1	-10	-4	-0.1	-0.6	100
COc1cccc(/C=C2\SC(=S)N(C(C)C(=O)NC3C=CS(=O)(=O)C3)C2=O)c1 (stereo unspecified)	1	-3.4	0	-5	-6	5	10	0.0	0.9	93
COC(=O)c1cccc(C23CC4(C2)[C@H](CN(C)[C@@H]4c2ccccc2)C3c2ccc(C(F)(F)F)cc2)c1 (stereo partly specified)	1	0.0	-7	-18	-7	9	-1	0.0	-3.0	102
O=C(NCC1CCN(Cc2ccccc2F)CC1)Nc1cccc(Br)c1	1	0.5	1	-11	-5	-13	35	1.1	-0.1	93
O=C(COC(=O)CSc1ccc([N+](=O)[O-])cc1)NC1CCCCCCC1	2	-1.9	12	5	2	9	-3	0.4	0.0	96
Cc1cc(C)c2cc(C(=O)N3CCC(Cc4ccccc4)CC3)[nH]c2c1	-5	0.1	-11	-7	-4	2	-1	0.0	0.0	97
CCOc1ccc(NC(=O)CN(C)C(=O)c2ccccc2OCCOc2ccccc2)cc1OCC	6	-1.0	-4	17	6	8	-1	0.2	-0.1	100
[O-]/[N+](=C/c1ccccc1)c1ccccc1	-1	3.3	-1	0	4	5	9	0.0	-2.0	101
CC(=O)Nc1ccc(NC(C)=O)c(NC2OCC(O)C(O)C2O)c1 (stereo unspecified)	18	1.9	1	-3	1	0	1	-0.1	-0.3	99
O=C(Nc1cccc(-c2cccc(Cl)c2)c1)C1CCN(Cc2nccs2)CC1	-2	-2.1	-2	-4	-3	-1	9	0.0	-1.2	96
O=C(CSc1nnc(NC(=O)c2ccco2)s1)NC1CCCC1	-1	-0.5	-2	1	3	-2	2	0.1	-2.3	92
O=C1CSC(c2cccc(Cl)c2Cl)N1c1ccccn1 (stereo unspecified)	4	-0.1	-9	-15	-2	2	-4	-0.3	-2.5	100
NS(=O)(=O)c1ccc(CCNC(=O)C2CCN(c3ncnc4c3nc3n4CCCCC3)CC2)cc1	-1	-3.0	1	-3	2	-5	0	-0.1	-0.5	101

Continuation:
SMILES	MC4R antagonist	MC4R ag barr	ABHD5-PLIN5 inh	Cardio protect	N-glyco inh	HTR2A ag	Exocytosis inh	aDG glyco up	iPSC survival up	ABCB6 inh 2
Cc1ccc(N=C2SCCCN2C(=O)C2=COCCO2)cc1Cl	1	-0.1	0	4	1	-1	1	-0.3	-0.3	103
CN1/C(=C\C(=S)NC(=O)c2ccc([N+](=O)[O-])cc2)C(C)(C)c2ccccc21	-6	3.9	5	-29	-1	-2	3	-0.1	-2.6	458
CCCCCOC(=O)c1ccc(N2C(=O)C3C4C=CC(C4)C3C2=O)cc1 (stereo unspecified)	8	-1.3	2	-13	1	-1	-1	0.1	0.6	97
COc1ccc(CN=Cc2c(O)[nH]c3ccccc23)cc1	15	-0.3	2	8	0	1	-1	0.1	-1.4	100
CC1(c2nnc(-c3ccccc3)o2)CC(c2ccc(F)cc2)=NO1 (stereo unspecified)	-4	-0.8	-19	-7	2	2	-6	0.1	1.6	98
